# Pf Dd2 growth: P. falciparum Dd2 growth inhibitors, primary screen, SYBR Green fluorescence, single dose replicates; 72 h; hits give low values; activity change, % at 10 µM; actives 2.3% (n = 94,000); AID 1159554, 2015; in the data active means activity change below about -80%; inconclusive means no clear call, values can overlap the other calls
# KDM4C inh: inhibitors of GASC-1 (KDM4C) histone demethylase, primary screen, biochemical, single concentration HTS | Lysine-specific demethylase 4C (Homo sapiens), Q9H3R0 | GST-KDM4C 2-372, H3K9me3 peptide, LANCE TR-FRET | inhibition, % at 12.5 µM | actives 0.15% (n = 96,000) | AID 720574, 2013;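 active means mean replicate inhibition above about 25%, with at least 55% of replicates also reaching it, limit read from the data, passing the limit was not always enough; inconclusive means only one of those two conditions met; inactive means neither condition met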
# Target sequence (Q9H3R0 2-372 limits assumed): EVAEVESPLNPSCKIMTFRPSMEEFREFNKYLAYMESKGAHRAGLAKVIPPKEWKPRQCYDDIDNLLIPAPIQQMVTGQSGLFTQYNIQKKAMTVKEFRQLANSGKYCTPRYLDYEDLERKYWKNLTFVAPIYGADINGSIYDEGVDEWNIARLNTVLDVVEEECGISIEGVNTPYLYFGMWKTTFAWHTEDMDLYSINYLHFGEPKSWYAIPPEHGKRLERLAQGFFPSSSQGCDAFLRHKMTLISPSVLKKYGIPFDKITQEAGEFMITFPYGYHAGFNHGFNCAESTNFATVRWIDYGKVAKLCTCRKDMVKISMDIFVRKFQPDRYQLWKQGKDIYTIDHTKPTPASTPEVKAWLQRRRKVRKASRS
#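 Compound: one test concentration per compound; Material: GST-GASC-1 enzyme fragment 2-372; Amount: GASC-1 enzyme at 10 nM final in reaction; Also added: H3K9me3 peptide substrate, Fe(II), 2-oxoglutarate; Technique: LANCE TR-FRET; Times: 30 min demethylation and 1 h detection at room temperature.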
# C diff growth: C. difficile growth inhibitors, primary screen, HTS; Clostridium difficile clinical isolate growth, OD600, 24 h; hits give low values; growth activity, negative = inhibition, % at 16 µg/mL (by protocol); actives 0.25% (n = 86,000); AID 1259249, 2017;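 active means mean growth activity at or below -80% and every replicate also at or below -80%; inconclusive means mean at or below -80% but some replicate above -80%; inactive means mean growth activity above -80%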;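 further: 0% = DMSO wells and -100% = levofloxacin 16 µg/mL wells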
# T cruzi growth: T. cruzi intracellular proliferation inhibitors, primary screen, cell-based, beta-gal Tulahuen parasites, NIH3T3 host, luminescence | inhibition, % at 8.34 µM | T. cruzi beta-gal in NIH3T3, GalScreen luminescence, 90 h | actives 5.9% (n = 77,000);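 active means mean inhibition above about 93%, with at least 55% of replicates each passing it, limit read from the data, passing the limit was not always enough; inconclusive means only one of those two conditions holds; inactive means neither condition holds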
# The depositor's hits bear a star; u = inconclusive; x = not tested or not shown; + = active, no number; & = joins results of further samples.
SMILES,Pf Dd2 growth,KDM4C inh,C diff growth,T cruzi growth
COc1ccccc1C#Cc1ccc2c(c1)[C@H]1[C@H](CCN1C(=O)c1ccc(F)cc1)[C@H](CO)N2,12,-1.6,-97*,91
C[C@@H]1CN([C@@H](C)CO)C(=O)c2cccc(NS(=O)(=O)c3ccc(Cl)cc3)c2O[C@H]1CN(C)C,-3,0.0,-1,x
CN(C)CC#Cc1ccc([C@H]2[C@@H](CO)N3C(=O)CN(C(=O)c4cccnc4)C[C@@H]23)cc1,26,2.2,-4,x
C[C@H](NC(=O)N(C)C[C@@H]1OCc2ccccc2-c2c(n(C)c3ccccc23)C(=O)N([C@H](C)CO)C[C@H]1C)c1ccccc1,-26,0.4,-6,-5
C[C@@H]1CN([C@@H](C)CO)C(=O)CCCn2cc(nn2)CO[C@@H]1CN(C)C(=O)NC1CCCCC1,-2,0.6,1,2
CCC(=O)N(C)C[C@@H]1[C@H](c2ccc(-c3cccnc3)cc2)[C@H](CO)N1C(C)=O,2,1.0,1,53
C[C@H](CO)N1C[C@H](C)[C@@H](CN(C)C(=O)Nc2cccc3ccccc23)OCc2cn(nn2)CCCC1=O,-22,12,1,-30
Cc1noc(C)c1S(=O)(=O)N(C)C[C@H]1OCc2ccccc2-c2ccccc2C(=O)N([C@H](C)CO)C[C@H]1C,9,-11,-2,-13
CNC[C@H]1Oc2cc(C#CCN(C)C)ccc2S(=O)(=O)N([C@@H](C)CO)C[C@H]1C,-3,2.2,5,-31
COc1cccc(-c2ccc(C3[C@@H]4CN(C(=O)C5CC5)C[C@H]3N4)cc2)c1 (some centres not stated),-14&-76,-0.6&-2.2,-5&-5,x
C[C@@H]1CCCCO[C@@H](CN(C)C(=O)Nc2ccc(F)cc2)[C@@H](C)CN([C@@H](C)CO)C(=O)c2cc(NC(=O)Nc3cccc4ccccc34)ccc2O1,-77,0.5,0,89
CCC(=O)N(C)C[C@H]1Oc2cc(-c3cccc(C#N)c3)ccc2S(=O)(=O)N([C@H](C)CO)C[C@H]1C,5,0.6,0,49
O=C(C[C@H]1C=C[C@H](NC(=O)c2ccncc2)[C@H](CO)O1)NCCc1ccncc1,x,-0.5,-1,x
COCC(=O)N1CCCCN2[C@H](CO)[C@@H](c3ccc(-c4ccc(F)cc4)cc3)[C@H]2C1,44,0.4,-2,68
COCCNC(=O)C[C@@H]1CC[C@H]2[C@H](COc3ccc(NC(=O)c4cnccn4)cc3C(=O)N2C)O1,2,0.5,-5,12
Cc1ccc(S(=O)(=O)N[C@H]2CC[C@@H](CCn3cc(-c4cccc(F)c4)nn3)O[C@@H]2CO)cc1,3,2.4,-5,-14
OC[C@H]1[C@@H](c2ccccc2)C2(CN(CCC(F)(F)F)C2)N1Cc1ccncc1,-6,-0.1,11,x
COc1ccc(CNC(=O)C[C@H]2CC[C@H](NS(=O)(=O)c3cccc(OC)c3)[C@@H](CO)O2)cc1,x,1.2,1,x
C[C@H](CO)N1C[C@H](C)[C@H](CN(C)S(=O)(=O)c2ccc(F)cc2)Oc2ccc(NC(=O)Nc3ccc4c(c3)OCO4)cc2C1=O,-24,-0.9,-10,68
O=C(C[C@@H]1CC[C@@H]2[C@H](COC[C@@H](O)CN2Cc2nccs2)O1)NCc1ccc(Cl)cc1,1,-0.4,x,-2
COc1ccc(CNC(=O)N(C)C[C@@H]2OCc3ccccc3-c3c(n(C)c4ccccc34)C(=O)N([C@H](C)CO)C[C@@H]2C)cc1,-68,0.5,-19,50
COCC(=O)Nc1ccc2c(c1)C(=O)N(C)C[C@@H](OC)[C@@H](C)CN(C)[C@@H](C)CO2,45,1.4,-3,25
CO[C@@H]1CN(C)C(=O)c2ccc(NC(C)=O)cc2OC[C@@H](C)N(C(=O)C2CCC2)C[C@@H]1C,2,-0.7,1,-21
Cc1noc(C)c1NC(=O)Nc1cccc2c1O[C@H](CN(C)C(=O)Nc1ccccc1)[C@@H](C)CN([C@H](C)CO)C2=O,49,0.1,-3,x
CN(C)C(=O)c1ccc(-c2ccccc2[C@@H]2[C@@H](C#N)N(C(=O)C3CCCC3)[C@@H]2CO)cc1,24,0.2,2,x
C[C@H](CO)N1C[C@H](C)[C@@H](CN(C)C)OCCCC[C@H](C)Oc2ccc(NS(=O)(=O)c3ccc(Cl)cc3)cc2C1=O,x,-1.2,-2,-32
CC(=O)N1[C@@H]2Cn3c(ccc(/C=C/c4ccccc4)c3=O)[C@H]1[C@@H](C(=O)N(C)C)[C@@H]2CO,x,-1.0,17,+
CCNC(=O)[C@H]1[C@H](CO)[C@H]2Cn3c(ccc(C4=CCCC4)c3=O)[C@H]2N1CC1CC1,-3,5.6,1,32
C[C@@H]1CCCCO[C@H](CN(C)Cc2ccc(C(=O)O)cc2)[C@@H](C)CN([C@H](C)CO)C(=O)c2cc(N(C)C)ccc2O1,30&-6,11,-4,36&84
COc1cccc(C(=O)Nc2ccc3c(c2)C(=O)N(C)C[C@@H](OC)[C@@H](C)CN(CC2CC2)[C@H](C)CO3)c1,6,-1.6,x,8
OC[C@@H]1[C@H](c2ccc(C#Cc3ccccc3F)cc2)[C@H]2CN(CC3CCOCC3)CCCCN12,-52,-1.2,-7,106*
COc1ccc(S(=O)(=O)Nc2ccc3c(c2)CC(=O)N([C@H](C)CO)C[C@@H](C)[C@H](CN(C)S(C)(=O)=O)O3)cc1,-5,1.1,-2,-6
CCCNC(=O)N1C[C@H](O)COC[C@H]2O[C@@H](CC(=O)N3CCOCC3)CC[C@@H]21,2,-1.3,x,4
COc1cccc(-c2ccc([C@H]3[C@H]4CN(S(=O)(=O)c5cccs5)CCCCN4[C@H]3CO)cc2)c1,10,-1.5,-2,75
C[C@H]1CN([C@@H](C)CO)C(=O)Cc2cc(NC(=O)Nc3ccc4c(c3)OCO4)ccc2O[C@@H]1CN(C)CC1CCCCC1,-38,-0.2,-4,88
CCCC#Cc1cnc2c(c1)C(=O)N([C@H](C)CO)C[C@H](C)[C@H](CN(C)C(=O)Nc1ccc(OC)cc1)O2,-6,-0.3,-1,-18
Cc1ccc(S(=O)(=O)N(C)C[C@@H]2OCCCC[C@H](C)Oc3ccc(NC(=O)Nc4cccc5ccccc45)cc3C(=O)N([C@H](C)CO)C[C@H]2C)cc1,-82*,0.8,-1,x
COC(=O)C[C@H]1C[C@@H]2c3cc(NC(=O)C4CCC4)ccc3O[C@@H]2[C@H](CO)O1,4,1.0,-1,36
CC(C)NC(=O)Nc1ccc2c(c1)CC(=O)N([C@@H](C)CO)C[C@@H](C)[C@H](CN(C)S(=O)(=O)c1ccc(F)cc1)O2,3,1.5,0,31
O=C(CN1CCOCC1)NCC[C@H]1CC[C@@H](NC(=O)c2ccc3c(c2)OCO3)[C@@H](CO)O1,6,0.2,x,23
C[C@@H]1CN([C@@H](C)CO)S(=O)(=O)c2ccc(C#CCN(C)C)cc2O[C@@H]1CN(C)C,6,4.5,0,-17
O=C(Nc1cccc(Cl)c1)N[C@@H]1CC[C@H](CCNC(=O)C2CC2)O[C@@H]1CO,3,-1.8,-3,x
C[C@H](CO)N1C[C@H](C)[C@@H](CN(C)Cc2ccc3c(c2)OCO3)Oc2ccc(NC(=O)Cc3cn(C)c4ccccc34)cc2C1=O,-44,-2.5,1,x
CCC(=O)NC[C@@H]1[C@H](c2ccc(C3=CCCC3)cc2)[C@H](CO)N1C(=O)C1CC1,13,-2.9,7,31
O=C(CCN1CCCCC1)N[C@@H]1CC[C@H](CCNS(=O)(=O)c2ccc(F)cc2)O[C@H]1CO,11,-1.3,-4,-20
O=C(Nc1ccccc1)N1C[C@H]2[C@@H](c3ccccc31)[C@H](CO)N2CC1CCCC1,-29,-0.4,8,7
C[C@@H]1CN([C@@H](C)CO)C(=O)c2cc(NC(=O)Cc3ccccc3)ccc2O[C@@H]1CN(C)Cc1ccc(C(=O)O)cc1,-2,-0.5,-3,27
COc1ccc(C[C@H]2CCn3cc(nn3)COC[C@@H](CC(C)C)NC2=O)cc1,x,-0.5,1,x
CCCNC(=O)N1C[C@@H]2[C@H](c3ccccc31)[C@@H](CO)N2Cc1cccc(OC)c1,16,-1.4,6,90
C[C@H](CO)N1C[C@H](C)[C@@H](CN(C)S(=O)(=O)c2ccc(Cl)cc2)OCCCC[C@H](C)Oc2ccc(NC(=O)Nc3ccccc3)cc2C1=O,-68,0.5,x,90
C[C@H]1CCCCO[C@@H](CN(C)Cc2ccc(C(F)(F)F)cc2)[C@@H](C)CN([C@@H](C)CO)C(=O)c2cc(NC(=O)Nc3ccc4c(c3)OCO4)ccc2O1,-54,-0.7,x,88
CN1CCN(C(=O)C[C@@H]2C[C@H]3c4cc(NC(=O)NC5CCCCC5)ccc4O[C@H]3[C@@H](CO)O2)CC1,17,2.4,x,6
COc1cccc(S(=O)(=O)N(C)C[C@H]2OCc3ccccc3-c3ccccc3C(=O)N([C@H](C)CO)C[C@@H]2C)c1,-32,-0.4,1,u
O=C(Nc1ccccc1F)N1C[C@H]2[C@@H](c3ccccc31)[C@@H](CO)N2C(=O)c1ccc(F)cc1,12,-0.6,0,-4
C[C@@H]1CN([C@H](C)CO)C(=O)c2cccc(N(C)C)c2O[C@H]1CN(C)Cc1ccccc1,14,-0.4,-9,3
C[C@@H]1CN([C@@H](C)CO)C(=O)c2cc(C#Cc3ccccn3)cnc2O[C@H]1CN(C)C(=O)c1ccccn1,22,1.2,3,x
C/C=C/c1ccc([C@@H]2[C@H](CO)N(C(C)=O)[C@H]2CNC(=O)c2ccccc2)cc1,23,4.4,12,36
C[C@@H]1CN([C@H](C)CO)C(=O)Cc2cc(NS(=O)(=O)c3ccccc3)ccc2O[C@@H]1CN(C)Cc1ccc(C(=O)Nc2ccccc2N)cc1,u,-3.7,23,41
C[C@H](CO)N1C[C@H](C)[C@@H](CN(C)Cc2cccc3c2OCCCO3)OCc2cnnn2CCCC1=O,-10&-7,1.3,-4&-3,8&8
Cc1noc(C)c1NC(=O)Nc1ccc2c(c1)CC(=O)N([C@H](C)CO)C[C@H](C)[C@H](CN(C)Cc1ccc(C(=O)O)cc1)O2,23,-1.6,2,-18

# A run of entries of the results above:
SMILES,Pf Dd2 growth,KDM4C inh,C diff growth,T cruzi growth
COc1ccccc1C#Cc1ccc2c(c1)[C@H]1[C@H](CCN1C(=O)c1ccc(F)cc1)[C@H](CO)N2,12,-1.6,-97*,91
C[C@@H]1CN([C@@H](C)CO)C(=O)c2cccc(NS(=O)(=O)c3ccc(Cl)cc3)c2O[C@H]1CN(C)C,-3,0.0,-1,x
CN(C)CC#Cc1ccc([C@H]2[C@@H](CO)N3C(=O)CN(C(=O)c4cccnc4)C[C@@H]23)cc1,26,2.2,-4,x
C[C@H](NC(=O)N(C)C[C@@H]1OCc2ccccc2-c2c(n(C)c3ccccc23)C(=O)N([C@H](C)CO)C[C@H]1C)c1ccccc1,-26,0.4,-6,-5
C[C@@H]1CN([C@@H](C)CO)C(=O)CCCn2cc(nn2)CO[C@@H]1CN(C)C(=O)NC1CCCCC1,-2,0.6,1,2
CCC(=O)N(C)C[C@@H]1[C@H](c2ccc(-c3cccnc3)cc2)[C@H](CO)N1C(C)=O,2,1.0,1,53
C[C@H](CO)N1C[C@H](C)[C@@H](CN(C)C(=O)Nc2cccc3ccccc23)OCc2cn(nn2)CCCC1=O,-22,12,1,-30
Cc1noc(C)c1S(=O)(=O)N(C)C[C@H]1OCc2ccccc2-c2ccccc2C(=O)N([C@H](C)CO)C[C@H]1C,9,-11,-2,-13
CNC[C@H]1Oc2cc(C#CCN(C)C)ccc2S(=O)(=O)N([C@@H](C)CO)C[C@H]1C,-3,2.2,5,-31

# Next section
SMILES,Pf Dd2 growth,KDM4C inh,C diff growth,T cruzi growth
C[C@H]1CN([C@@H](C)CO)C(=O)c2cc(-c3cccnc3)cnc2O[C@H]1CN(C)C,41,4.8,0,-46
CC(C)C#Cc1ccc2c(c1)O[C@H](CN(C)C(=O)c1ccccn1)[C@@H](C)CN([C@H](C)CO)S2(=O)=O,-39,0.8,13,61
COc1ccc(NC(=O)N(C)C[C@@H]2Oc3ccc(NS(=O)(=O)c4c(C)noc4C)cc3CC(=O)N([C@@H](C)CO)C[C@H]2C)cc1,-35,-1.5,-2,-10
O=C(C[C@H]1C[C@H]2c3cc(NC(=O)Nc4ccccc4)ccc3O[C@H]2[C@H](CO)O1)NCc1ccccn1,-12,-2.2,2,-2
c1ccc(-c2ccc(C3[C@H]4CNC[C@@H]3N4Cc3cccc(-c4ccncc4)c3)cc2)cc1 (some centres not stated),-65,1.7,-6,x
N#Cc1cccc(-c2ccc3c(c2)[C@@H]2[C@@H](CCN2S(=O)(=O)c2cccc(F)c2)[C@@H](CO)N3)c1,80,0.0,-4,92
C[C@@H]1CN([C@@H](C)CO)C(=O)c2cc(C#CCN(C)C)cnc2O[C@@H]1CN(C)C(=O)Nc1cccc(F)c1,-2,0.2,-3,-29
